# IL2 activator: IL-2 activation. IL-2 activation reporter assay, cell-based qHTS; stimulated with anti-CD3/CD4/CD28 beads; in transgenic mouse T cells. activation, % (series mostly up to about 46 µM). 360,000 compounds, 0.065% hits; in the data active means activation above about 50%; inconclusive means mostly about 30% to 49%; further: 0% is about no effect
#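 Unstimulated transgenic mouse T cells; 60-min compound exposure; bead-based TCR/CD4/CD28 stimulation; 18 h culture, 37 degrees C; dual fluorescence (EGFP, DsRed) plate cytometry.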
# PLK1 PBD inh: blocks phosphopeptide binding to human PLK1 polo-box domain; P53350; Plk1 PBD binding of FITC phosphopeptide, fluorescence polarization; Potency, µM, for the others: max response, negative = inhibition, usual class: inhibitors; 360,000 compounds, 2.8% hits; further: potency means the concentration at half of the fitted maximal effect; series mostly up to about 57 µM; on the % scale 0 is the no-effect control and ±100 the full control effect; nearly all actives have a fitted effect of over 65% in size
# Abeta rescue: compounds reversing amyloid beta toxicity in yeast; yeast expressing A-beta42, growth rescue, OD600, 48 h; response scale: 0% DMSO, 100% iron-clioquinol control; AID 1347071; 410,000 compounds, 0.063% hits; Potency, µM (highest dose often 46.1 µM), without a hit: at the top dose growth rescue, actives largely listed as activators; further: potency means the concentration at half of the fitted maximal effect; nearly all actives have a fitted effect of over 55% in size
#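 Growth rescue measured by 600 nm absorbance after 48 h yeast culture at 30 C with compound. Values normalized between DMSO and an equimolar ferric chloride plus clioquinol control.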
# EPAC1 antag: blocks human EPAC1 exchange factor; O95398; AID 720709; Potency, µM (highest dose often 115 µM), for inactives: at the top dose activity change, negative = inhibition, hits mostly inhibitors; EPAC1 GEF assay, Rap1b-BODIPY-GDP exchange fluorescence; 360,000 compounds, 0.14% hits;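 further: potency means the concentration at half of the fitted maximal effect; plate controls were vehicle for no effect and positive control for full effect; nearly all actives have a fitted effect of over 50% in size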
# EPAC1 agonist: agonists of human EPAC1. O95398. Potency, µM (titrated, usually from 154 µM), without a hit: at the top dose activation, hits mostly activators. EPAC1 agonist qHTS, biochemical assay; response scale: 100% = response to 6.5 mM cAMP. 360,000 compounds, 0.073% hits. AID 720707; further: potency means the concentration at half of the fitted maximal effect; nearly all actives have a fitted effect of over 60% in size
#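 Read-out is the fluorescence drop as BODIPY-GDP leaves Rap1B (480 nm excitation, 540 nm emission), recorded every 5 minutes over 30 minutes. Reactions held 100 nM EPAC1, 250 nM Rap1B–BODIPY-GDP and 50 uM GDP, with 6.5 mM cAMP setting full activation.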
# FUS suppressor: FUS proteinopathy suppression in yeast | S. cerevisiae FUS-expressing, growth rescue, OD600, 24 h | Potency, µM (titrated, usually from 76.6 µM), inactives show at the highest dose growth rescue (activation), actives largely listed as activators | 390,000 compounds, 0.24% hits | AID 1347120;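 further: potency means the concentration at half of the fitted maximal effect; plate controls were DMSO vehicle for no effect and reference control for full effect; nearly all actives have a fitted effect of over 55% in size; some results filed as inactive show a strong effect at the top dose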
#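 Cultures pregrown in 2.5% raffinose medium are shifted to minimal medium containing 2% galactose to express toxic FUS. Compounds are tested at several concentrations. After 24hr at 30C, growth is quantified at 600 nm absorbance.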
# WRN inhibitor: inhibitors of human WRN helicase; WRN helicase unwinding, fluorescent forked duplex, kinetic; Q14191; Potency, µM (highest dose often 114 µM), for inactives: top-dose activity change, negative = inhibition, most hits filed as inhibitors; 360,000 compounds, 0.46% hits; further: potency means the concentration at half of the fitted maximal effect; on the % scale 0 is the no-effect control and ±100 the full control effect; nearly all actives have a fitted effect of over 55% in size
# Target sequence (Q14191 whole entry, looked up): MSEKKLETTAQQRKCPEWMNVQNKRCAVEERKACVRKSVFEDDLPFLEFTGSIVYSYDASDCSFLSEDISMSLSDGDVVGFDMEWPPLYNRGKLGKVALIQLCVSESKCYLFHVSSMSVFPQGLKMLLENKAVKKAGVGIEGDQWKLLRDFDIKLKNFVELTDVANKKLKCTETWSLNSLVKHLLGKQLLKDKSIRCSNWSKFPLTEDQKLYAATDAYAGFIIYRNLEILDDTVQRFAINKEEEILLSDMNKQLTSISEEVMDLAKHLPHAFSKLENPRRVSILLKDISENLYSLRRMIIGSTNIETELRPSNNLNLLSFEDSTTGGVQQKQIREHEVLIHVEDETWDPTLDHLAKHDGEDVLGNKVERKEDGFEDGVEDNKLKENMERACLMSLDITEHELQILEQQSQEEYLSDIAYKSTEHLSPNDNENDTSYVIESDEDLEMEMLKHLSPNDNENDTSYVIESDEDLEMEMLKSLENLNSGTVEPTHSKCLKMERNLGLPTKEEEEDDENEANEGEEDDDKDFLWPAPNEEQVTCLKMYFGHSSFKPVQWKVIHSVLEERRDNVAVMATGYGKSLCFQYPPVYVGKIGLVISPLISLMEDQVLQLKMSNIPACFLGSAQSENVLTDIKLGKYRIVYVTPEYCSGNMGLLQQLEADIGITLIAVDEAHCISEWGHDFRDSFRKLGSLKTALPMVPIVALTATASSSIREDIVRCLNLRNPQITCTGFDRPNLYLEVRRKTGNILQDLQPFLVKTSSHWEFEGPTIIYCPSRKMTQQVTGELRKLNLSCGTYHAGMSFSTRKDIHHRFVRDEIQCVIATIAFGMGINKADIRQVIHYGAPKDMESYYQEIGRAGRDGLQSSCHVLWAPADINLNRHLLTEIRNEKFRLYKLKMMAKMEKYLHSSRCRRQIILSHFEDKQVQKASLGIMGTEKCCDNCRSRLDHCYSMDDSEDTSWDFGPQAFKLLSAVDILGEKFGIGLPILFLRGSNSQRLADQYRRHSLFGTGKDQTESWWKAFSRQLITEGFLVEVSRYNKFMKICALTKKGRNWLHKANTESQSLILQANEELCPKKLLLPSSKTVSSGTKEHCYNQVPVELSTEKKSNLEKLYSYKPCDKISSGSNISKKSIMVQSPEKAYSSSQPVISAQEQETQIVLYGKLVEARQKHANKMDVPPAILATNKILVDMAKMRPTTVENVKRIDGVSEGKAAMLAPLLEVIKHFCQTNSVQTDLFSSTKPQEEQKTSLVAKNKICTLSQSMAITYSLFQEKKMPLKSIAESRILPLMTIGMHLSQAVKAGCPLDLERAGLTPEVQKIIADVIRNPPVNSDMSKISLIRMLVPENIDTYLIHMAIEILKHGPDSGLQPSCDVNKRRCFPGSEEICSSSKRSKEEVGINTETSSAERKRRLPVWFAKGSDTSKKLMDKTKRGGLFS
#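 Fluorescence dequenching readout, ex 525 nm/em 598 nm, kinetic mode: forked duplex DNA (100 nM final) with adjacent fluorophore and quencher unwound by WRN (20 nM final) with 2 mM ATP. Compound preincubation 15 min, room temperature.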
# PI5P4Ka inh: blocks human PI5P4K alpha kinase activity | 330,000 compounds, 1.2% hits | max response, % | P48426 | PI5P4Kalpha enzyme, ADP-Glo luminescence, 60 min; hits give low values; active means max response of -50% or lower; inconclusive means between -30% and -50%; inactive means -30% or higher; further: value at the top dose of about 77 µM; on the % scale 0 is the no-effect control and ±100 the full control effect
#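 Human PI5P4Kalpha with substrate in 0.038 M HEPES pH 7.4, 0.28 mM EGTA, 0.1% CHAPS, 5% DMSO; reaction started with 5 microM ATP (final), 60 min at room temperature. ADP formed read by ADP-Glo luminescence.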
# aSyn yeast inh: rescues yeast growth from alpha-synuclein toxicity; Yeast expressing alpha-synuclein, growth rescue, BacTiter-Glo, 24 h; AID 652106; 370,000 compounds, 0.14% hits; Potency, µM (top dose mostly 46.1 µM), for inactives: at the highest dose growth rescue (activation), most hits filed as activators; further: potency means the concentration at half of the fitted maximal effect; % of control where 0% means no effect; nearly all actives have a fitted effect of over 65% in size
#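 Screening used galactose-induced yeast with toxic alpha-synuclein levels, exposed to compound for 24 hr at 30 deg C. Cell growth, read with BacTiter-Glo luminescence, gave the measured signal.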
# Starred values were filed as active, the others as inactive; ? = inconclusive; . = not tested or not shown; & = joins results of further samples; [ ] = remark or other dose. Unless noted, the call rests on the fitted dose curve; in most records, active means well fitted curve in the direction sought with a large enough effect; inconclusive means small, poorly fitted or top-dose-only effect, or another doubt; inactive means no such curve, though single readings can be large; an effect the other way counts as inactive or inconclusive. Rows were taken by chance. Share with any hit: about 4.1%.
# Below each compound – IL2 activator, PLK1 PBD inh, Abeta rescue, EPAC1 antag, EPAC1 agonist, FUS suppressor, WRN inhibitor, PI5P4Ka inh, aSyn yeast inh
COc1ccc(NC(=O)CN(C)C(=O)c2cccc(S(=O)(=O)N3CCN(c4ccccc4)CC3)c2)cc1
→ -0.9, -4.1%, 15.3%, -8.4%, 9.2%, ?, -20.4%, -4.1, 7.3%
CCCCNC(=O)C[C@@H]1C[C@@]2(C(=O)OC)CC(C)(C)CC=C2N(CCc2ccc(OC)c(OC)c2)C1=O
→ -0.5, -2.2%, 10.0%, -1.5%, -3.3%, 33.9%, 0.0%, 2.9, 0.8%
COc1cccc(CN(C)C(=O)c2ccc3c(=O)n4c(nc3c2)CCC4)c1OC
→ -0.3, -4.3%, 8.0%, 14.5%, -6.0%, 7.6%, -24.0%, 7.4, 0.9%
CCc1ccccc1-n1nnnc1SCC(=O)Nc1ccc(N2CCN(C)CC2)cc1
→ -0.7, -0.6%, -15.6%, -6.9%, -10.9%, -2.8%, -2.8%, 1.6, -6.4%
CC1CCN(C(=O)c2cc(-c3ccc(Cl)c(Cl)c3)on2)CC1
→ -2.0, -4.8%, 21.3%, 20.4%, 8.8%, 9.4%, -5.4%, ., -1.5%
COc1ccc(S(=O)(=O)N2CCc3ccccc32)cc1C(=O)NC1(C)CCS(=O)(=O)C1 (stereo not given)
→ 4.8, -7.2%, 10.1%, -10.2%, -2.8%, 18.9%, 0.1%, -1.4, 1.5%
Cc1ccc2cc3c(NC(=O)c4cccnc4)nn(C)c3nc2c1
→ -0.1, -7.0%, 16.8%, 0.1%, 1.2%, 24.4%, -11.0%, 4.1, -0.5%
CC(C)CN1C(=O)C(=O)N(CC(=O)c2ccc3c(c2)OCO3)C1=O
→ 2.1, 1.8%, -4.5%, -5.5%, 4.0%, 2.4%, -0.2%, -0.7, -8.7%
Cc1cc(C(=O)NC(=S)Nc2ccccc2N2CCOCC2)ccc1[N+](=O)[O-]
→ 0.2, -4.9%, 26.2%, -6.7%, 10.5%, ., -9.1%, -3.5, -9.3%
COc1ccc(CCNC(=O)c2cccc3c2C(=O)N(C2CCCCC2)C3)cc1OC
→ -2.4, -6.2%, 2.7%, -6.2%, 16.3%, 42.0%, -4.3%, 0.1, -0.8%

# Record cards (already shown). Values in the order: IL2 activator	PLK1 PBD inh	Abeta rescue	EPAC1 antag	EPAC1 agonist	FUS suppressor	WRN inhibitor	PI5P4Ka inh	aSyn yeast inh
# COc1ccc(CCNC(=O)c2cccc3c2C(=O)N(C2CCCCC2)C3)cc1OC is entered as -2.4	-6.2%	2.7%	-6.2%	16.3%	42.0%	-4.3%	0.1	-0.8%
# COc1ccc(NC(=O)CN(C)C(=O)c2cccc(S(=O)(=O)N3CCN(c4ccccc4)CC3)c2)cc1 is entered as -0.9	-4.1%	15.3%	-8.4%	9.2%	?	-20.4%	-4.1	7.3%
# Cc1cc(C(=O)NC(=S)Nc2ccccc2N2CCOCC2)ccc1[N+](=O)[O-] is entered as 0.2	-4.9%	26.2%	-6.7%	10.5%	.	-9.1%	-3.5	-9.3%

# More structures:
# Below each compound – IL2 activator, PLK1 PBD inh, Abeta rescue, EPAC1 antag, EPAC1 agonist, FUS suppressor, WRN inhibitor, PI5P4Ka inh, aSyn yeast inh
OC1(c2ccc(Br)cc2)CCN(Cc2cccc(Br)c2)CC1
→ 0.5, -4.9%, 3.6%, 2.7%, 9.6%, -9.3%, 1.2%, 1.8, 26.5%
Cc1cccc(N/N=C(\C#N)S(=O)(=O)C(C)(C)C)c1
→ 1.1, -9.4%, 6.3%, 9.5%, 0.9%, -1.7%, 7.5%[57.1 µM], -3.0, 0.2%
CSc1nc2ccc(S(=O)(=O)N3CCc4ccccc43)cc2s1
→ -2.2, -4.8%, -7.1%, 1.0%, 9.8%, 18.6%, -4.3%, ., -1.5%
CC(C)CCNC(=O)NC(=O)CSc1nnc2ccccn12
→ 0.1, 2.6%, 7.3%, -2.7%, 3.9%, -1.4%, -12.1%, ., -9.4%
c1ccc(Cn2c(SCc3cn4cccnc4n3)nnc2-c2ccco2)cc1
→ -2.5, -2.5%, 1.3%, -1.8%, -6.1%, ., -6.1%, -1.1, -15.9%
COc1ccc(CCNC(=O)c2c(O)c3c([nH]c2=O)CCCC3)cc1
→ -1.7, -6.1%, 13.6%, -2.8%, -2.2%, 7.5%, -1.9%, -13.5, 1.7%
CCOC(=O)C1=C(COC(=O)CSc2ccc(C)cc2C)NC(=O)NC1C (stereo not given)
→ -1.0, -7.0%, 9.8%, 3.8%, 5.0%, 20.0%, -7.2%, 7.9, -3.4%
N#Cc1nc(-c2ccc(F)cc2)oc1N1CCCC1
→ 0.8, 15µM*, 1.9%, -5.9%, 6.1%, -1.4%, 0.1%, -28.5, 1.5%
C(=C\c1ccccc1)/CSc1nnc(-c2cccnc2)n1Cc1ccco1
→ -0.3, -13.5%, 0.4%, -0.9%, 5.5%, 16.8%, 0.3%, -14.4, .
O=C(COc1ccc(Cl)cc1)OCC(=O)N1CCCc2ccccc21
→ -0.1, -3.5%, -16.2%, -15.0%, 5.0%, ., 3.7%, -0.9, 1.1%
CCc1ccc(CN(C)C(=O)C2CCC(=O)N(Cc3ccccn3)C2)cc1 (stereo not given)
→ -3.8, 0.6%, 4.2%, 18.7%, -8.8%, -8.5%, 1.0%, -0.3, 7.6%
CC(C)(C)OC(=O)NC1CCN(S(=O)(=O)c2ccc3c(c2)OCCO3)CC1
→ -1.2, -23.7%, 8.5%, -11.6%, 3.4%, -7.1%, -1.7%, 6.0, 5.7%
O=C1CCCN1c1ccc(S(=O)(=O)Oc2ccc(Cl)cc2)cc1[N+](=O)[O-]
→ 0.4, -8.1%, 0.8%, -2.1%, 10.9%, 18.6%, -8.1%, -2.3, 1.7%
Cc1csc2nc(O)c(C(=O)NCc3ccc4c(c3)OCO4)c(=O)n12
→ -3.3, -19.4%, -0.9%, -2.0%, 6.0%, ?, -4.1%, 2.6, -1.7%
CCn1c(CNC(=O)c2cccc(C)c2)nnc1SCC(=O)N1CCOCC1
→ -0.9, -6.5%, -10.1%, 4.9%, -14.7%, -5.0%, -18.6%, 9.6, -9.1%
CCN(CC(=O)Nc1c(F)cccc1F)C(=O)CSCC(=O)Nc1cc(C)on1
→ -4.1, -3.1%, 4.8%, 17.5%, -0.2%, 7.0%, 0.6%, 5.0, -3.4%
COc1ccc(OC)c(S(=O)(=O)Nc2cccc(-c3ccc(N4CCCCCC4)nn3)c2)c1
→ 0.1, -10.0%, -4.0%, -7.1%, 8.7%, -5.1%&-3.4%, -9.1%, 1.8, 1.1%
COc1ccccc1CNC(=O)c1ccc(CS(=O)(=O)c2ccccc2OC)o1
→ -3.0, -7.1%, -17.0%, 1.2%, -2.4%, 14.3%, -1.0%, -2.5, -1.3%
Nc1ccn(C2CSC(CO)O2)c(=O)n1 (stereo not given)
→ 0.2, ., ., -12.2%[57.5 µM], 3.4%, -15.3%, -2.9%, 1.8, .
COc1ccc(C(=O)NNC(=S)NC(=O)c2ccco2)cc1
→ 0.0, -17.8%, -36.9%[inhibitor], 4.0%, -8.4%, 5.3%, 0.6%, -7.9, -19.6%
COc1cccc(C(=O)Nc2ccc(N3CCN(Cc4ccccc4)CC3)cc2)c1
→ -1.8, -3.6%, 6.6%, -1.1%, -16.4%, 16.7%, 10.3%, -7.1, -3.8%
CCc1nc(N[C@@H](Cc2c[nH]c3ccccc23)C(=O)O)c2oc3ccccc3c2n1
→ -0.2, -9.0%, 0.0%, 0.0%, 11.1%, 32.0%, -13.3%, 0.6, -0.5%
O=C1Cc2ccccc2C(=O)N1c1cccc(Cl)c1
→ 0.7, ?, 9.9%, 23.5%, -0.4%, 14.5%, 8.8%, ?, 1.7%
COc1cccc(NC(=O)CN(C)C(=O)c2ccc(S(=O)(=O)Nc3ccccc3F)cc2)c1
→ -3.2, -6.3%, -1.0%, 17.3%, -5.9%, 0.0%, ?, -4.0, -0.9%
O=C(Nc1ccccc1C(=O)NC(Cc1c[nH]c2ccccc12)C(=O)O)c1ccco1 (stereo not given)
→ -0.8, -6.6%, -9.5%, 0.1%, -1.3%, ?, -16.1%, 0.0, -13.4%
Cc1ccc(-c2nc(CS(=O)CC(=O)N3CCN(c4ncccn4)CC3)c(C)o2)cc1 (stereo not given)
→ -1.2, -27.0%, -9.3%, -25.7%, -1.3%, 4.4%, 0.7%, 0.3, 4.6%
Nc1ncnc2c1ncn2[C@@H]1O[C@H](CCC(=O)NCc2ccccc2)[C@@H](O)[C@H]1O
→ 1.6, -3.0%, -27.0%, 21.3%, -8.0%, -11.9%, -2.5%, -0.2, -5.9%
COc1ccc2c(CC(=O)NNC(=O)c3ccc(O)cc3)coc2c1
→ 1.9, 0.3%, 9.7%, -10.9%, -4.9%, -1.8%, 7.9%, 0.2, 1.2%
CCOc1cc(C(=O)NCCCNC(=O)c2cc(OCC)c(OCC)c(OCC)c2)cc(OCC)c1OCC
→ 0.2, -2.3%, 3.6%, 1.2%, -1.4%, 28.3%, -1.1%, 4.2, -6.2%
O=C1c2ccccc2C(=O)N1CCc1c[nH]c2ccc(O)cc12
→ -0.7, 4.8%, -3.5%, 4.8%, -6.4%, 7.6%, -8.8%, -17.6, -1.5%
COc1ccc(N(C)C(=O)c2oc(=O)c3ccccc3c2-c2ccc(C)cc2)c(OC)c1
→ -3.4, -2.9%, -16.6%&-9.6%, -13.2%, 0.1%, ?, -14.8%, 1.4, 13.2%
Cc1cc(C)nc(NC(=S)Nc2ccccc2)n1
→ -0.6, 1.0%, 0.4%, 4.1%, 3.2%, 9.5%, -3.8%, 4.6, -0.2%
Cc1ccccc1Nc1nc(-c2sc(NC(=O)c3ccco3)nc2C)cs1
→ 1.3, -20.5%, -10.1%, 9.3%, -29.0%, -0.3%, -0.9%, -2.4, -14.2%

# Screening results deposited in PubChem BioAssay by National Center for Advancing Translational Sciences (NCATS).
